Assay outcomes from PubChem.
LMPTP block = blocks human LMPTP phosphatase; recombinant LMPTP-A, OMFP fluorogenic substrate, fluorescence intensity; actives 0.22% (n = 360,000); inhibition, % at 20 µM; P24666;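 active = compounds that cut the enzyme signal by at least half of the control window in the single-dose screen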;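 note: plate controls were DMSO wells with enzyme plus substrate for no effect and substrate without enzyme for full effect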
Target sequence (P24666 whole entry, looked up): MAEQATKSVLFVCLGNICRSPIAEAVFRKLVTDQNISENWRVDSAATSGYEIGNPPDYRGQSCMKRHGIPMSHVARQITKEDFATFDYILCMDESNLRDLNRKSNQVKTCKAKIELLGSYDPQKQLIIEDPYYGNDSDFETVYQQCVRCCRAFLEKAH
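Test system: LMPTP-A phosphatase enzyme. Amount: LMPTP-A at 0.625 nM final in the reaction. Reagent: OMFP substrate, 400 µM final. Times: 50 min at room temperature. Signal: endpoint fluorescence intensity from OMFP dephosphorylation. Read-out basis: % inhibition. Benchmarks: no-enzyme and uninhibited controls.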
STEP block = inhibitors of human striatal-enriched phosphatase STEP. actives 0.25% (n = 360,000). AID 588621. P54829. inhibition, % at 20 µM. recombinant STEP, OMFP fluorogenic substrate, fluorescence;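 active = inhibition at 20 µM, scaled per plate between control wells, above about 37%, limit read from the data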;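 note: 0% = DMSO with enzyme and substrate and 100% = substrate only without enzyme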
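Also added – OMFP at 25 µM · Test system – STEP tyrosine phosphatase · Technique – FITC-channel fluorescence of OMFP product · Schedule – 20 min at room temperature, dark · Evaluation – control-normalized % inhibition with plate pattern correction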
CSN inh = blocks human CSN-mediated cullin deneddylation | Q92905 | Purified CSN, SCF-Nedd8-OG deneddylation, fluorescence polarization | inhibition, % at 12.5 µM | actives 0.38% (n = 360,000) | AID 651999;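 active = pattern-corrected inhibition above about 35%, with an unprinted fluorescence ratio check between 0.5 and 1.5, limit read from the data, passing the limit was not always enough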;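 note: 0% = enzyme with substrate and 100% = substrate without enzyme; some results filed as inactive read as strong as hits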
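Assay system: purified human Csn5 enzyme expressed in HEK293T cells; Input: 0.24 nM Csn5 enzyme, final concentration; Reagent: 10 nM SCFSkp2-Nedd8OG; Compound dosing: 12.5 µM single point; Times: reaction 90 min, room temperature; Technique: fluorescence polarization readout.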
NadD inh = inhibitors of Staphylococcus aureus NadD; purified NadD enzyme, colorimetric absorbance read-out; inhibition, % at 20 µM; actives 0.78% (n = 360,000); AID 602399; in the data active = inhibition above about 26%; note: some compounds past the cut are filed as inactive
Scp1 inh = inhibitors of human Scp-1 phosphatase | Recombinant Scp1, phosphopeptide, malachite green phosphate absorbance | inhibition, % at 20 µM | Q9GZU7 | AID 493091 | actives 0.88% (n = 340,000);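 active = inhibition above about 50% at 20 µM, limit read from the data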;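 note: plate controls were DMSO wells with enzyme for no effect and wells lacking enzyme for full effect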
Target sequence (Q9GZU7 76-261 limits assumed): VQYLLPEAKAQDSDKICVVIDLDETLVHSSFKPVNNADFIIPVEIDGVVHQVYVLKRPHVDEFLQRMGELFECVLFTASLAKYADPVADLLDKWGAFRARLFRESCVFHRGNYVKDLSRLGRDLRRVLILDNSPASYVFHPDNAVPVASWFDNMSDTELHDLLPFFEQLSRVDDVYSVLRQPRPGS
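Incubation: 45 min enzyme reaction at room temperature / System: truncated SCP-1 phosphatase (76-261aa) / Reagent: Phospho 17-mer peptide substrate / Buffer or medium: Acidic Tris acetate buffer with magnesium and detergent / Signal: absorbance at 630 nm / Doses: one concentration, 20 µM, with 1.0% DMSO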
DNMT1 block = inhibitors of human DNMT1. inhibition (reported as % activation of signal), % at 10 µM. actives 0.83% (n = 360,000). P26358. DNMT1 molecular beacon, Hinp1I cleavage, fluorescence. AID 588458; in the data active = inhibition above about 50%
Rin1 Abl inh = inhibitors of human Rin1-Abl protein interaction; P00519+Q13671; TR-FRET Rin1/Abl binding, biochemical; inhibition, % at 7.35 µM; actives 0.4% (n = 360,000); AID 588664; in the data active = inhibition above about 5%, passing the limit was not always enough
SUMO1 PPI mod = alters human SUMO1 binding to SIM partners. SUMO1 binding to a labelled peptide, TR-FRET, 1 h. inhibition, % at 20 µM. actives 0.33% (n = 360,000); in the data active = inhibition above about 37%
Target sequence (P63165 whole entry, looked up): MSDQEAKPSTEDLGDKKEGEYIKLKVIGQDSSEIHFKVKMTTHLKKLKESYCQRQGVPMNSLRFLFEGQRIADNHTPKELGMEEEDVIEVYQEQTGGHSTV
Rpn11 inh = inhibitors of human proteasome Rpn11; O00487; human 26S proteasome, Ub4-pepOG fluorescence polarization; 20S core pre-blocked with epoxomicin; calls only at 20 µM; actives 0.59% (n = 360,000); AID 588493;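 active = inhibition at 20 µM, scaled to each plate's controls, above about 33%, limit read from the data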
Target sequence (O00487 whole entry, looked up): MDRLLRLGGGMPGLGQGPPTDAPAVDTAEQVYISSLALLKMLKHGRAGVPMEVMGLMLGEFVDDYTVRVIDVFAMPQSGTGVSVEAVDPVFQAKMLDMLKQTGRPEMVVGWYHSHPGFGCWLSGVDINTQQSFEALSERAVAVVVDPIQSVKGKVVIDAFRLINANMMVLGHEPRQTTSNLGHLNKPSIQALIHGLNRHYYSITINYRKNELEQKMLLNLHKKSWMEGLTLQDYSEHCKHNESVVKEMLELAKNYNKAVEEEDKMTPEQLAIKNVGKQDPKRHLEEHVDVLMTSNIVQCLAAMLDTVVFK
Neddylation inh = inhibitors of human cullin neddylation; actives 0.58% (n = 360,000); calls only at 25 µM; P61081+Q13564; TR-FRET cullin neddylation, biochemical; in the data active = inhibition above about 36%
Starred values were filed as active, the others as inactive; i = inactive; nt = no result given.

# | mol | LMPTP block | STEP block | CSN inh | NadD inh | Scp1 inh
1 | O=C(Cc1ccccc1[N+](=O)[O-])N1CCN(Cc2ccc3c(c2)OCO3)CC1 | 1.6 | 1 | 1 | -4 | -6
2 | COc1ccc(Cc2c(O)[nH]c(=O)[nH]c2=O)c(OC)c1 | -1.0 | -3 | -8 | -5 | 3
3 | CCOP(=S)(OCC)Oc1cc(C)nc(C(C)C)n1 | 0.4 | 0 | -1 | -5 | -1
4 | N#Cc1c(/N=C/c2ccc(O)cc2O)sc2c1C1CCN2CC1 | -1.4 | -1 | 33 | -5 | -1
5 | Cc1cccc(OP(=O)(Oc2ccccc2)OC(c2ccccc2)C(F)(F)F)c1 (centres undefined) | 5.3 | 1 | 1 | 3 | -5
6 | Cc1sc2nc(COC(=O)Cc3ccccc3)[nH]c(=O)c2c1C | 0.5 | 1 | 0 | -5 | -4
7 | O=C1NC(=O)N(CCC2=CCCCC2)C(=O)/C1=C/c1ccc(O)cc1 | -0.8 | -3 | 3 | 10 | 0
8 | O=C(NCc1ccccc1)c1cccn(Cc2ccccc2)c1=O | 0.2 | 3 | 3 | -9 | 12
9 | CCC(=NCCCN1CCOCC1)c1c(O)n(Cc2ccccc2)c(=O)[nH]c1=O | -7.1 | -2 | 2 | 5 | -7
10 | CCN1C[C@]2(COC(=O)c3ccccc3N)CC[C@H](OC)C34[C@@H]5C[C@H]6[C@H](OC)[C@@H]5[C@](O)(C[C@@H]6OC)[C@@](O)([C@H]13)[C@@H](OC)[C@@H]42 | 0.9 | -2 | 2 | 2 | -8
11 | COc1ccc(OC)c(N=Cc2c(O)[nH]c(=O)[nH]c2=O)c1 | -0.8 | -2 | -1 | -5 | -11
12 | COc1cccc(-n2c(/C=C/c3ccccn3)nc3ccccc3c2=O)c1 | -1.2 | 0 | 6 | -3 | -2
13 | COC(=O)C1=C(N)Oc2cc(C)oc(=O)c2C12C(=O)Nc1ccccc12 (centres undefined) | -0.2 | -1 | 1 | 2 | -19
14 | CN1C(=O)C[N+]([O-])=C(c2ccccc2)c2cc(Cl)ccc21 | -1.8 | 1 | -4 | -1 | 13
15 | O=c1c2ccccc2nc(/C=C/c2ccccn2)n1-c1ccccc1 | 0.1 | -2 | 3 | -6 | -5

# | DNMT1 block | Rin1 Abl inh | SUMO1 PPI mod | Rpn11 inh | Neddylation inh
1 | 0 | 3 | -10 | i | i
2 | -3 | -1 | -3 | i | i
3 | 2 | -2 | 0 | i | i
4 | 4 | 0 | -8 | i | i
5 | 0 | -2 | -6 | i | i
6 | -3 | 3 | 1 | i | i
7 | 2 | 2 | 7 | i | i
8 | 0 | 7 | 4 | i | i
9 | 1 | -3 | 3 | i | i
10 | -2 | 2 | 4 | i | nt
11 | -1 | -3 | -26 | i | i
12 | -1 | 0 | -17 | i | i
13 | 0 | 0 | -3 | i | i
14 | 4 | -2 | -7 | i | i
15 | -4 | 0 | -11 | i | i

Additional structures follow.
# | mol | LMPTP block | STEP block | CSN inh | NadD inh | Scp1 inh
16 | CCOC(=O)CC1=C(C(=O)OCC)C2(C(=O)N1CC(=O)OC)C(C#N)=C(N)Oc1ccccc12 (centres undefined) | -1.0 | -3 | -1 | -4 | -6
17 | Cc1nc2ccccc2c(=O)n1-c1ccc(C(=O)O)cc1 | -0.8 | -4 | 0 | 1 | -1
18 | CCCCCc1nc2ccccc2c(=O)n1-c1ccc(Cl)cc1[N+](=O)[O-] | 3.0 | -2 | 1 | 1 | -8
19 | O=C(c1cccc2ccccc12)C1CCCN(Cc2ccon2)C1 (centres undefined) | 0.9 | -1 | -1 | -5 | -2
20 | Cc1c2cnn(CC(=O)N3CCC4(CC3)OCCO4)c(=O)c2c(C)n1Cc1ccccc1 | 0.9 | -7 | -4 | -3 | -9
21 | CCN1CCN(c2cn[nH]c(=O)c2Cl)CC1 | -7.6 | -1 | 0 | -7 | -5
22 | CCOC(=O)c1c(C)n(Cc2ccco2)c2ccc(O)cc12 | 2.8 | 2 | -3 | -5 | 11
23 | Cc1nc2c(-c3ccc(F)cc3)c(C)nn2c(C)c1CCC(=O)N1CCC2(CC1)OCCO2 | -1.1 | 1 | 0 | 8 | -5
24 | CC(=O)Nc1cc(C(=O)N2CCC3(CC2)OCCO3)ccc1Sc1ccc(C)cc1 | -0.6 | -1 | -4 | -3 | -4
25 | O=[N+]([O-])c1c2ccccc2cc2ccccc12 | 0.4 | 1 | -1 | 1 | -9
26 | NCc1cc(=O)[nH]o1 | -1.0 | -2 | -7 | 4 | -6
27 | COC(=O)C1=C(C)OC(N)=C(C#N)C12C(=O)Nc1ccccc12 (centres undefined) | -1.7 | 0 | 5 | 2 | -7
28 | COC(=O)C1=C(c2ccc(S(C)(=O)=O)cc2)C[C@@H]2CC[C@H]1N2C(=O)NCCO | -1.8 | 1 | -3 | -1 | -9
29 | Cc1ccc(-c2nc(N(C)C3CCN(C)CC3)c3ccccc3n2)cc1 | 42 | 2 | 3 | -11 | 2
30 | O=Cc1cn(Cc2cccc(F)c2)c2ccccc12 | 0.8 | -1 | -3 | -8 | -7

# | DNMT1 block | Rin1 Abl inh | SUMO1 PPI mod | Rpn11 inh | Neddylation inh
16 | 5 | -1 | 5 | i | i
17 | 2 | -1 | -2 | i | i
18 | 0 | -1 | -12 | i | i
19 | 0 | -2 | -2 | i | i
20 | 0 | 0 | -1 | i | i
21 | 2 | -4 | -1 | i | i
22 | -2 | 1 | 4 | i | i
23 | -2 | 2 | 2 | i | i
24 | 2 | -2 | 0 | i | i
25 | 7 | -1 | -19 | i | i
26 | 4 | -1 | 4 | i | i
27 | 2 | -4 | -1 | i | i
28 | -1 | 4 | -3 | i | i
29 | 28 | -1 | 0 | i | i
30 | 6 | -3 | 2 | i | i

(more compounds)
# | mol | LMPTP block | STEP block | CSN inh | NadD inh | Scp1 inh
31 | O=C(NCNC(=O)NC1C(=O)NC(=O)N1CO)NC1C(=O)NC(=O)N1CO (centres undefined) | -0.3 | -3 | -8 | 1 | 16
32 | Cc1ccsc1CNCCc1ccc(F)cc1 | -2.2 | -3 | 3 | -7 | -1
33 | Cc1cccc(N=Cc2c(O)n(C)c(=O)n(C)c2=O)c1 | -0.7 | 0 | 1 | -6 | -3
34 | Nc1nonc1OCCCCOc1nonc1N | -2.3 | -2 | -2 | -3 | 8
35 | O=C(Nc1ccc(F)cc1F)c1cccnc1Oc1cccc(C(F)(F)F)c1 | 0.7 | 18 | -1 | -6 | -9
36 | O=C(Cc1ccccc1)N1CCN(CCCc2ccccc2)CC1 | -1.4 | 0 | 2 | -8 | -8
37 | CC(C)N(CC#CCC1(O)c2ccccc2-c2ccccc21)C(C)C | -0.1 | -3 | 0 | 3 | -7
38 | Fc1ccc(C2N3CCCN23)cc1 (centres undefined) | -1.8 | -3 | 3 | -2 | 4
39 | Cc1ccc(-n2c(O)c(C=NC3CCCC3)c(=O)[nH]c2=O)c(C)c1 | -2.5 | -3 | 7 | 3 | -6
40 | O=C1/C(=C/c2ccncc2)N2CCC1CC2 | -1.0 | -1 | -1 | -1 | -9
41 | CC(=O)OC1CC[C@@]2(C)C(=CC(=O)C3C4CCC(OC(C)=O)[C@@]4(C)CCC32)C1 (some centres undefined) | -0.3 | -1 | 10 | -4 | -4
42 | CCCCn1c(O)c(C(CC)=NCCc2ccccc2)c(=O)[nH]c1=O | 1.3 | 0 | 0 | -3 | -10

# | DNMT1 block | Rin1 Abl inh | SUMO1 PPI mod | Rpn11 inh | Neddylation inh
31 | 3 | -6 | -2 | i | i
32 | 1 | 4 | 3 | i | i
33 | 1 | -3 | -7 | i | i
34 | 1 | -2 | 3 | i | i
35 | 0 | 1 | 2 | i | nt
36 | 0 | 0 | 1 | i | i
37 | 3 | -5 | -3 | i | i
38 | 1 | 0 | 1 | i | i
39 | -1 | 4 | 0 | i | i
40 | 0 | -1 | 3 | i | i
41 | -5 | -1 | 3 | i | i
42 | -2 | -1 | 0 | i | i

Exported with one line to a screen: part of the list above
23. Cc1nc2c(-c3ccc(F)cc3)c(C)nn2c(C)c1CCC(=O)N1CCC2(CC1)OCCO2
24. CC(=O)Nc1cc(C(=O)N2CCC3(CC2)OCCO3)ccc1Sc1ccc(C)cc1
Assay by compound	23	24
LMPTP block	-1.1	-0.6
STEP block	1	-1
CSN inh	0	-4
NadD inh	8	-3
Scp1 inh	-5	-4
DNMT1 block	-2	2
Rin1 Abl inh	2	-2
SUMO1 PPI mod	2	0
Rpn11 inh	i	i
Neddylation inh	i	i

Individual results from the results shown.
cpd 41 in SUMO1 PPI mod has 3
cpd 39 in CSN inh has 7

Of the compounds above, 6 contain sulfur:
# | mol | LMPTP block | STEP block | CSN inh | NadD inh | Scp1 inh
3 | CCOP(=S)(OCC)Oc1cc(C)nc(C(C)C)n1 | 0.4 | 0 | -1 | -5 | -1
4 | N#Cc1c(/N=C/c2ccc(O)cc2O)sc2c1C1CCN2CC1 | -1.4 | -1 | 33 | -5 | -1
6 | Cc1sc2nc(COC(=O)Cc3ccccc3)[nH]c(=O)c2c1C | 0.5 | 1 | 0 | -5 | -4
24 | CC(=O)Nc1cc(C(=O)N2CCC3(CC2)OCCO3)ccc1Sc1ccc(C)cc1 | -0.6 | -1 | -4 | -3 | -4
28 | COC(=O)C1=C(c2ccc(S(C)(=O)=O)cc2)C[C@@H]2CC[C@H]1N2C(=O)NCCO | -1.8 | 1 | -3 | -1 | -9
32 | Cc1ccsc1CNCCc1ccc(F)cc1 | -2.2 | -3 | 3 | -7 | -1

# | DNMT1 block | Rin1 Abl inh | SUMO1 PPI mod | Rpn11 inh | Neddylation inh
3 | 2 | -2 | 0 | i | i
4 | 4 | 0 | -8 | i | i
6 | -3 | 3 | 1 | i | i
24 | 2 | -2 | 0 | i | i
28 | -1 | 4 | -3 | i | i
32 | 1 | 4 | 3 | i | i

Not all compounds are listed; the hit share may differ from the screen's.
